Screening results (PubChem BioAssay)
TRPM1 prom inh: MITF TRPM1 promoter inhibition in SK-MEL-5 cells | SK-MEL-5 TRPM1 promoter luciferase, 24 h | inhibition, % at 12.5 µM | hit rate 0.83% among 330,000 | AID 488899;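 active = mean inhibition across replicates of 60% or more, whatever share of single replicates reaches that level; inconclusive = some that reach 60%, reason not given; inactive = mean inhibition across replicates below 60%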; note: values of inactives mirror those of a sister screen read the other way
CaV13 ICDI inh: Disruptors of the CACNA1D IQ motif to Ca2+-dependent inactivation inhibitor domain association, primary screening, Förster resonance energy transfer in intact living … | HEK cells, CFP/YFP FRET ICDI-IQ, plate reader, 10 min; percent FRET-ratio fall versus neutral wells | inhibition, % at 12.3 µM | hit rate 0.098% among 340,000 | AID 743397;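 active = mean replicate inhibition of at least 30% and at least 1% of replicates passing that level; inconclusive = only one of the two criteria is met; inactive = neither criterion is met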;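 note: 0% = median of the neutral control wells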
Peg3 prom inh: Peg3 promoter activity inhibition | HeLa PEG-Prom luciferase reporter, luminescence, overnight | inhibition, % at 20 µM | hit rate 1.7% among 360,000 | AID 588405;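 active = inhibition of at least 50% at 20 µM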
Exocytosis inh: blocks lytic granule exocytosis | TALL-104 LAMP-1 surface exposure, flow cytometry; cells stimulated with thapsigargin and PMA | inhibition, % at 10 µM | hit rate 0.66% among 360,000;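 active = inhibition above about 55%, limit read from the data; inconclusive = no clear call, values can overlap the other calls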
NR2E3 ag-1: activates human NR2E3 receptor; AID 602229; CHO-S Gal4-NCOR/VP16-NR2E3 two-hybrid, luciferase; Q9Y5X4; hit rate 0.35% among 360,000; inhibition of corepressor binding, % at 3.98 µM;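 active = inhibition above the mean of all tested compounds plus 3 SD, cut at about 70% in these data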;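 note: 0% = DMSO with NR2E3 transfected cells and 100% = cells lacking NR2E3 construct; higher means lower luciferase signal from less NR2E3 corepressor binding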
Target sequence (Q9Y5X4 whole entry, looked up, the tested form may be a part): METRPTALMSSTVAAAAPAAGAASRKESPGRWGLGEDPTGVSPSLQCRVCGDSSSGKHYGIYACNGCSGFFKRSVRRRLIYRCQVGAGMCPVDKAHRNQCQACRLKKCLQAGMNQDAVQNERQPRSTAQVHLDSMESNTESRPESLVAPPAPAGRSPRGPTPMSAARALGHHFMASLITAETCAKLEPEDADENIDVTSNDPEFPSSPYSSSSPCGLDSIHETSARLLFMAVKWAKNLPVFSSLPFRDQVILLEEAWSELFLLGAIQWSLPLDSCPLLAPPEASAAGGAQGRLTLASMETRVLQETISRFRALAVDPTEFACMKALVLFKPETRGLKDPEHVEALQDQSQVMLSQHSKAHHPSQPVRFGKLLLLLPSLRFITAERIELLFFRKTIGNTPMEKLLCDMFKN
aDG glyco up: increases alpha dystroglycan glycosylation; Pro5-aDG cells, alpha-DG glycosylation AlphaScreen (IIH6); 0% Pro5, 100% B10-LARGE cell signal; activation, % at 10 µM; hit rate 0.22% among 360,000;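 active = activation of at least 8% versus controls, or a plate z-score of at least 8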;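 note: Pro5 are CHO cells carrying HIG-tagged alpha-DG that lacks glycosylation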
Vif imaging: HIV Vif inhibition; inhibition, % at 7.49 µM; hit rate 0.35% among 340,000; AID 602346; HEK293T cells, Vif self-association by quenched fluorescence, imaging, 24 h; in the data active = inhibition above about 50%, passing the limit was not always enough; inconclusive = no clear call, values can overlap the other calls; inactive = below about 31%; note: some results filed as inactive read as strong as hits
iPSC survival up: hiPSC single-cell survival enhancement | ATPlite luminescence; 100% = ROCK inhibitor wells, 0% = DMSO | survival enhancement, % at 20 µM | hit rate 0.044% among 360,000 | AID 602274; in the data active = survival enhancement above about 18%;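 note: cells exposed to compounds for 16 hours before the ATP read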
PDI turbidity: inhibitors of human protein disulfide isomerase; PDI insulin aggregation turbidity, A650, 90 min; hit rate 0.052% among 350,000; inhibition, % at 10 µM; AID 588391; P07237;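 active = mean inhibition across replicates of 30% or more, whatever share of single replicates reach that level; inconclusive = mean inhibition below 30% while every single replicate reaches 30%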;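 note: absorbance from insulin aggregation driven by PDI reduction with DTT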
Target sequence (P07237 whole entry, looked up): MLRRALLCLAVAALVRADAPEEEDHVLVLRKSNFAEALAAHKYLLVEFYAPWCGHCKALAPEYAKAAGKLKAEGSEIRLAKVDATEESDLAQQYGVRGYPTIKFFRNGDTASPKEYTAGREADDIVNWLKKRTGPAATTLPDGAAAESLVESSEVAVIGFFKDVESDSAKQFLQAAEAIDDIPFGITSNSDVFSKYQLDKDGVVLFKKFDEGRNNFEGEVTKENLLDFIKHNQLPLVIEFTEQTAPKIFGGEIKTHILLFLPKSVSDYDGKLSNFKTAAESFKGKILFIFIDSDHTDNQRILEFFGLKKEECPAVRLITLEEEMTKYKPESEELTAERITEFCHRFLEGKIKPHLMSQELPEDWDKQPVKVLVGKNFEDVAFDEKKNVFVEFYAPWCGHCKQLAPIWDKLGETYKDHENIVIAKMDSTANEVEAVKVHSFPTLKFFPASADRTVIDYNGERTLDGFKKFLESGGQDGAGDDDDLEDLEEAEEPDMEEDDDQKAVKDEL
NR2E3 ag-2: NR2E3 (human) agonism. Q9Y5X4. GST-NR2E3/biotin-RetCOR TR-FRET, 1536-well. inhibition of corepressor binding, % at 4.78 µM. hit rate 0.12% among 320,000. AID 2300;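 active = percent inhibition above the cutoff of mean plus 3 SD of all tested compounds, set per screening campaign, cut at about 20% in these data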;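 note: 0% = DMSO wells and 100% = biotin wells as full block of FRET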
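Test system: GST-NR2E3 and biotin-RetCOR proteins | Quantity: 1.35 nM GST-tagged NR2E3 final | Medium: Tris pH 7.5 | Also added: 7 nM biotin-RetCOR | Dosing: Compound at 4.8 µM, single dose | Timing: 5 h at 4 °C | Detection: Time-resolved FRET | Read-out basis: Percent inhibition | Benchmarks: Biotin wells as high control, 0.6% DMSO wells as low control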
HIF-2a inh: inhibitors of HIF-2a; 786-0 RCC cells HIF-2a reporter, luciferase luminescence, overnight; inhibition, % at 18.8 µM; hit rate 0.72% among 360,000;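 active = inhibition of the luminescence signal of 40% or more relative to plate controls, in a single-dose primary screen at 18.75 µM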
Active calls of the source: *; ? = inconclusive; . = no result given.

no.	compound	TRPM1 prom inh	CaV13 ICDI inh	Peg3 prom inh	Exocytosis inh	NR2E3 ag-1	aDG glyco up	Vif imaging	iPSC survival up	PDI turbidity	NR2E3 ag-2	HIF-2a inh
1	C=CCOC(=O)CCC(=O)Nc1cc(OC)nc(OC)n1	4	.	15	1	7	-0.1	.	1.6	10	5	10
2	CN(c1ccccc1)S(=O)(=O)c1cccc(C(=O)NCCc2c[nH]c3ccccc23)c1	7	-16	10	66*	14	0.2	-5	-0.1	5	0	29
3	O=c1[nH]c2cc3c(cc2cc1CN(Cc1nnnn1CC1CCCO1)C1CCCC1)OCO3 (stereo unspecified)	-2	-2	-22	-2	-18	-0.1	9	2.6	-4	-1	-20
4	CCCC(=O)C1=C(O)C(C(=O)OC)C(C)(C)CC1=N (stereo unspecified)	-5	.	18	1	-3	0.0	12	-0.2	2	1	14
5	Cc1cc(N/C=C\c2nnnn2-c2ccccc2)no1	-30	-4	-115	0	-74	-0.4	1	-1.0	-2	1	-141
6	O=S(=O)(c1ccc2nc(-c3ccco3)c(-c3ccco3)nc2c1)N1CCOCC1	-15	.	16	-1	-18	-0.2	-4	0.0	4	1	15
7	CN(C(=O)CCNC(=O)Cn1cnc2ccccc2c1=O)c1ccccc1F	11	-3	2	-10	-10	-0.1	13	0.6	-4	4	21
8	O=C(CNC(=O)C(c1ccccc1)c1ccccc1)N/N=C/c1ccc(O)cc1O	38	4	51*	3	-22	0.0	-1	-0.5	22	-2	9
9	CCn1c(Cc2ccccc2)nnc1SCC(=O)Nc1nnc(-c2ccccc2)s1	0	.	-22	0	-24	0.5	-1	-0.8	11	3	-59
10	O=C(Cc1ccsc1)NNC(=O)c1ccccc1O	2	-7	5	2	-2	0.6	?	0.4	12	-6	-15
11	CCC(C)NC(=O)CSC1=Nc2ccccc2C2=NC(CC(=O)NCc3ccccc3)C(=O)N12 (stereo unspecified)	7	-5	1	0	-18	-0.1	-5	0.3	1	-1	3
12	CCCOc1ccc(N2C(=O)CC(NNC(=O)c3ccc(COc4ccccc4)o3)C2=O)cc1 (stereo unspecified)	4	-13	12	-2	-20	0.2	-4	-0.1	-3	1	17
13	COc1ccccc1-c1cc2nc(C)c(CCC(=O)NCc3ccc(F)cc3)c(C)n2n1	-5	-5	8	14	16	0.1	10	-0.5	2	6	35
14	COc1ccc(/C=C2\SC(=O)N(CC(=O)NCCCn3ccnc3)C2=O)cc1	-30	-5	-119	-1	-12	-0.5	-3	-0.6	11	-3	-104
15	O=C(O)CSc1nnc(-c2ccncc2)n1Cc1ccccc1	-10	.	6	-1	-28	-0.3	-18	1.0	2	0	0
16	COc1cccc(CN2CC(C(=O)NCCOc3ccccc3)CCC2=O)c1 (stereo unspecified)	-13	-3	-14	14	-40	0.3	6	-0.4	1	0	-26
17	CC1(C)CC(=O)C(=CN2CCOCC2)C(=O)C1	17	-5	6	-2	-25	-0.6	7	-0.3	-1	-2	14
18	Cc1ccc(C)c(OCCC(=O)OCC(=O)N2CCN(c3ccccc3)CC2)c1	5	-4	5	-4	31	1.5	.	-0.4	6	1	8
19	Cc1[nH]n2c(=O)c3c(nc2c1-c1ccc(F)cc1)CCCC3	17	-8	14	0	13	0.1	-4	-0.2	12	2	6
20	CC(=O)Nc1cccc(NC(=O)COc2ccc3c(c2)CCC3)c1	-58	-5	-160	-3	16	0.1	-1	-0.2	5	2	-217
21	CC(C)c1cc(C(=O)NC2CCCCCC2)c2ccccc2n1	.	-5	-7	1	-21	1.2	.	-0.8	-9	.	3
22	CC1=CC(C)=Nc2ccccc2N1	7	-13	-18	-4	-124	-0.2	-2	0.9	-13	0	-133
23	COc1cc(-c2nc3ccc4ccccc4c3c3c2CCC3)ccc1O	1	-5	-66	2	7	0.1	0	-0.3	-11	-3	-85
24	CC(C)(C)n1nc2c(c1NC(=O)c1cc3ccccc3o1)CSC2	-5	-2	-87	0	-16	0.0	10	-0.5	0	2	7
25	COc1ccc(-c2nc(CN3CCCCC3CCc3ccccn3)c(C)o2)cc1 (stereo unspecified)	-7	6	6	-1	-25	0.8	2	-1.7	5	1	1

Three compounds from above, sorted by the value under NR2E3 ag-1, descending:
no.	smiles	NR2E3 ag-1
10	O=C(Cc1ccsc1)NNC(=O)c1ccccc1O	-2
9	CCn1c(Cc2ccccc2)nnc1SCC(=O)Nc1nnc(-c2ccccc2)s1	-24
16	COc1cccc(CN2CC(C(=O)NCCOc3ccccc3)CCC2=O)c1 (stereo unspecified)	-40

Next section:
no.	compound	TRPM1 prom inh	CaV13 ICDI inh	Peg3 prom inh	Exocytosis inh	NR2E3 ag-1	aDG glyco up	Vif imaging	iPSC survival up	PDI turbidity	NR2E3 ag-2	HIF-2a inh
26	COc1ccccc1NC(=O)C1CCN(C(=O)c2ccc(C(C)(C)C)cc2)CC1	4	-3	-49	13	-128	0.1	-5	-0.4	-3	7	-19
27	COc1ccc(CN2CCCC(CO)(Cc3ccc(F)cc3)C2)cc1C (stereo unspecified)	3	-6	-7	43	-16	0.0	-2	-0.3	1	1	14
28	Cn1cnc([N+](=O)[O-])c1SCC(=O)NN	5	-5	2	-2	1	-0.2	24	2.2	9	3	15
29	CCOc1ccc(-n2c(=S)sc3c(=O)[nH]c(SCC(=O)C(C)(C)C)nc32)cc1	9	-4	29	-3	-18	-0.7	-12	-2.3	3	1	8
30	O=c1nc(-c2ccccc2)n(-c2ccc(Cl)cc2)[nH]1	1	-2	3	2	-21	0.1	20	0.7	3	5	19
31	OCCSc1nc2ccccc2n1CCOc1ccccc1	-13	-9	-33	-1	-20	0.1	-3	0.7	5	4	-51
32	O=C(c1ccc(F)cc1F)N1CCN(c2ncccn2)CC1	-1	-4	-4	1	-1	-0.1	-7	3.6	1	-1	14
33	COc1cc(C2NC(=O)NC(c3ccccc3)=C2C(C)=O)ccc1OCC(=O)O (stereo unspecified)	10	-5	0	-6	-13	0.1	6	5.5	3	3	7
34	O=[N+]([O-])c1cccc(NC(=S)N2CCOCC2)c1	4	-4	13	-1	-4	-0.2	-2	-0.8	-1	0	11
35	Cc1cc(NC(=O)CSc2nc(-c3ccc(Cl)cc3)cs2)no1	4	-4	7	-2	-26	0.1	-4	-1.5	7	-5	3
36	CCC1CCCCN1C(=S)NC(=O)c1cccc([N+](=O)[O-])c1 (stereo unspecified)	4	-5	7	1	27	0.5	-2	-0.3	-3	1	0
37	O=C(Nc1ccccc1N1CCOCC1)c1ccco1	5	-7	3	0	-4	0.4	9	-0.5	-3	-3	9
38	O=C(c1ccco1)N1CCN(C(=O)C2c3ccccc3Oc3ccccc32)CC1	-2	-8	-56	0	-1	0.1	2	5.5	6	2	-32
39	CCN1C(=O)NC(c2cccnc2)C(C(=O)OC)=C1C (stereo unspecified)	8	.	1	-1	-10	0.3	-7	0.5	-2	2	13
40	CCCCCCn1c(SCC(=O)OC)nc2c1c(=O)[nH]c(=O)n2C	.	-10	-5	11	-17	-0.1	-2	3.1	.	3	4
41	O=C(NC1CCCC1)C(c1ccccc1F)N(C(=O)c1csnn1)c1ccccc1 (stereo unspecified)	3	-2	13	12	4	0.1	-5	1.9	-13	.	6
42	COCCCNC(=S)N(CCCO)Cc1cc2cc3c(cc2[nH]c1=O)OCCO3	2	-19	9	8	-25	-0.1	19	0.8	-1	-1	3
43	O=C(O)C1C2C=CC(C3CC23)C1C(=O)N1CCc2ccccc21 (stereo unspecified)	29	-6	21	0	-31	-0.2	-2	0.5	-8	-1	-6
44	O=C(CN1CCN(c2ccc(F)cc2)CC1)Nc1cc(C(F)(F)F)ccc1Cl	7	-2	14	6	8	0.0	-1	-0.9	1	2	25
45	CCn1cc(C(=O)OCC(=O)NCc2ccc3c(c2)OCO3)c(=O)c2ccc(C)nc21	17	-4	8	0	-14	0.1	-9	2.1	1	0	14
46	C[C@@H]1CN([C@@H](C)CO)C(=O)CCCn2nncc2CO[C@H]1CN(C)S(=O)(=O)c1cccs1	.	-8	-3	-7	-13	0.0	5	2.3	3	.	9
47	CC(=O)Nc1nc(-c2ccccc2)cc(-c2ccco2)c1C#N	24	-6	-12	1	6	0.4	12	0.5	-4	6	-23
48	CC1(c2nnc(-c3cccc(Cl)c3)o2)CC(c2ccc(C#N)cc2)=NO1 (stereo unspecified)	-2	-4	7	5	18	0.4	-5	-2.2	-3	5	12
49	CC(=O)Nc1ccc(S(=O)(=O)NCC(=O)NNC(=O)COc2c(C)cccc2C)cc1	3	-14	16	-4	-10	0.1	-28	-0.1	-9	.	13
50	O=C(Nc1cc(Br)ccc1F)c1nc[nH]c1C(=O)NCc1ccccc1	.	-6	2	2	-4	0.0	1	1.6	.	.	-5
51	Cc1ccc(NC2=C/C(=N\S(=O)(=O)c3cccs3)c3ccccc3C2=O)c(C)c1	105*	.	111*	30	108*	-1.2	-41	-5.1	-4	7	71*
52	Cc1sc2nc(Cc3ccccc3)[nH]c(=O)c2c1-c1ccccc1	-19	-3	39	-2	7	2.5	7	-0.8	-2	14	19
53	O=C(NCCc1ccccc1)c1cc(S(=O)(=O)N2CCCC2)ccc1F	-4	-16	-17	0	-21	0.0	14	-0.2	1	6	-32
54	COc1ccc(C(=O)SC2=NCCS2)cc1OC	7	-4	3	-9	-8	-0.3	?	-0.8	16	0	7
55	CC1CC(=O)C2=C(C1)Nc1ccccc1N(C(=O)COc1ccccc1)C2c1ccco1 (stereo unspecified)	6	-4	-3	4	-2	0.2	0	-0.1	-5	2	17
56	COCc1nnc(NC(=O)CCCOc2ccccc2OC)s1	3	-5	12	2	3	0.1	5	-1.4	-2	-1	15
57	Nc1sc(-c2ccccc2)cc1-c1n[nH]c(=S)n1C1CCCCC1	10	-17	45	18	-37	0.0	1	-0.3	-4	0	20
58	Cc1ccccc1N1CCN(Cc2cc3c(cc2[N+](=O)[O-])OCO3)CC1	-8	-19	12	21	-14	-0.1	10	-0.5	7	1	10
59	COc1ccc(C(=O)NCC(=O)N/N=C/c2ccco2)cc1OC	4	-2	9	-8	19	-0.1	2	-0.2	5	-2	4
60	COc1ccc(C2CC(c3ccccc3)=NN2C(=O)CSc2ncccn2)cc1 (stereo unspecified)	0	.	11	-1	-10	0.3	2	-0.8	2	-3	8
61	COc1ccc(/C(C)=N/Nc2ccc(C(=O)O)cc2)cc1OC	-17	-8	-173	3	-95	-0.2	1	1.0	5	-8	-100
62	CN1CCN(C(=O)CCC(=O)NCc2ccc(F)cc2)CC1	2	-20	10	-7	-16	0.0	-11	-0.3	-1	2	10
